# High-throughput results: PubChem BioAssay, National Center for Advancing Translational Sciences (NCATS)
# FLuc counter – inhibits or activates purified firefly luciferase, miR-21 counter-screen; 360,000 tested, 6.9% active; AID 588342; purified FLuc, Km substrates, luminescence inhibition; P08659; Potency, µM (titrated, usually from 57.5 µM), for the others: at the top dose activity change, negative = inhibition, hits mostly inhibitors; active = well fitted inhibition curve with a large enough effect; inconclusive = small, poorly fitted or top-dose-only effect;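 also: plate controls were vehicle for no effect and reference inhibitor for full effect; nearly all actives have a fitted effect of over 55% in size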
# Target sequence (P08659 whole entry, looked up): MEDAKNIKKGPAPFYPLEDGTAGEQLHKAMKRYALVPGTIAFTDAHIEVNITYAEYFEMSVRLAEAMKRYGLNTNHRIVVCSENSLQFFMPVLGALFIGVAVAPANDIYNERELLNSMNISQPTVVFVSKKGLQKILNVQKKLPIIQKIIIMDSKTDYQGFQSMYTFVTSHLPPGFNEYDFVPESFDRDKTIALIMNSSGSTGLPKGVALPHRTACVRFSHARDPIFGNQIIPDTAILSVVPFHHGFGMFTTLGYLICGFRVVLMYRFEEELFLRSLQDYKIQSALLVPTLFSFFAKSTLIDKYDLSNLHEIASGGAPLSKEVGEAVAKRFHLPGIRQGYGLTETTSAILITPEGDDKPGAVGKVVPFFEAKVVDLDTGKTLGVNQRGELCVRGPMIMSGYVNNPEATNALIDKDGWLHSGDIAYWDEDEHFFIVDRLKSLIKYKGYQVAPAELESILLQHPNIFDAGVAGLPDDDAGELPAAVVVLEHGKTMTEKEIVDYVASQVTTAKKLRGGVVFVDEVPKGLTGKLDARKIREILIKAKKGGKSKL
#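 Purified P. pyralis luciferase, 10 nM final, with Km-level 10 uM D-luciferin and 10 uM ATP in 50 mM Tris acetate pH 7.5, 10 mM Mg acetate, 0.01% Tween-20, 0.05% BSA; 6-point qHTS titration about 60 µM downward; luminescence read.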
# * hit, by the source's call; ? = inconclusive. Potency is read from the fitted curve at half-maximal effect. This is a subset (hit frequency here may not be typical).
SMILES,FLuc counter
COc1cccc(-n2c(-c3ccccc3F)nc3c(cnn3-c3ccc(C)cc3)c2=O)c1,-13%
Cc1ccc2nc(COc3cccc(NC(=O)c4cccc(Cl)c4)c3)cc(=O)n2c1,-1%
COc1cc(OC)c(N(C)C(=O)c2cn(C3CCCC3)c(=O)c3c2c2ccccc2n3C)cc1Cl,1%
COc1cc([N+](=O)[O-])ccc1NC(=O)N1CCC2(CC1)Nc1ccccc1-n1cccc12,-12%
CCOc1cccc2sc(NC(=O)c3ccc(S(=O)(=O)N4CCCc5ccccc54)cc3)nc12,-17%
COc1ccc2c(c1)c(=O)c(S(=O)(=O)c1ccc(Cl)cc1)cn2C,-2%
COc1ccc(Cn2c(CNS(=O)(=O)c3ccc4c(c3)CCCC4)nc3cccnc32)cc1,-16%
Cc1nn(Cc2noc(C(=O)NC(C)c3ccccc3)n2)c(C)c1Br (centres undefined),-7%
Cc1ccc(NC(=O)CS(=O)(=O)c2nc(-c3ccc(C)cc3)cn2-c2ccc(C)cc2)cc1,?
Cc1nn2c(=O)cc(COC(=O)c3ccccc3NC(=O)C3CCCCC3)nc2s1,-2%
COc1ccccc1Cn1cc(C(=O)c2ccc(C)cc2)c(=O)c2cc3c(cc21)OCCO3,-13%
CCc1ccc(-n2nc(C)c3c(C)cc(=O)n(CC(=O)Nc4ccc(C)c(F)c4)c32)cc1,0%
Cc1cccc2cc(-c3nc(-c4cccs4)no3)c(=O)oc12,?
Cc1cccc(-c2nc(SCC(=O)N3CCc4ccccc43)c3c(=O)n(C)c(=O)n(C)c3n2)c1,-1%
O=c1n(Cc2ccccc2)nc2n1-c1ccccc1OC2,-18%
Cc1nc2c(-c3ccccc3)c(C)nn2c(C)c1CCC(=O)NCc1ccc(Cl)cc1,-1%
Cc1ccc(CNC(=O)Cn2c(=O)n(-c3ccccc3)c(=O)c3c2c2cc(C)ccc2n3C)cc1,0%
Cc1ccc(Cl)cc1NC(=O)Cn1cc(S(=O)(=O)Cc2ccccc2Cl)c2ccccc21,5%
CCC(C)NC(=O)c1ccc2c(c1)nc1n2CCCCC1 (centres undefined),?
CCc1nnc2c(Nc3ccc(Br)c(C)c3)nc3ccccc3n12,0%
Cc1cc(C)cc(NC(=O)CCS(=O)(=O)c2ccc3nc(C)sc3c2)c1,-9%
Cc1c(Cl)cccc1-c1ccc(/C=C(\C#N)c2nc3ccccc3[nH]2)o1,?
CCCCN(c1ccccc1)c1ncnc2c1cnn2-c1cccc(C)c1,-15%
Cc1ccc(NC(=O)CN2CCSc3ccc(S(=O)(=O)N4CCCC4)cc32)cc1C,-19%
COc1cccc2[nH]c(C(=O)NCc3ccc4c(c3)CCN4C(=O)c3ccc(F)cc3)cc12,-9%
# (continued)
SMILES,FLuc counter
Cc1ccc(NC(=O)N2CCc3cc(S(=O)(=O)N4CCC(C)CC4)ccc32)cc1F,-4%
Cc1c(C(=O)N2CCCC2)oc2c1-c1nn(CC(=O)NCc3ccc(OC(C)C)cc3)cc1CC2,-14%
O=C(NC1CCCC1)c1ccc2c(=O)n(Cc3ccccc3)c(SCc3ccccc3)nc2c1,-2%
COc1ccc(CNC(=O)c2ccc3c(c2)NC(=O)C(CS(=O)(=O)Cc2ccccc2Cl)N3)cc1 (centres undefined),-8%
CC(=O)Nc1ccc(NC(=O)c2oc3ccc4c(c3c2C)C(=O)CC(C)(C)O4)cc1,8.5µM*
CN(Cc1ccccc1)C(=O)C1CCN(S(=O)(=O)c2ccc3c(c2)oc(=O)n3C)CC1,0%
Cc1ccc(CSC2=Nc3ccccc3C3=NC(CCC(=O)NCc4cccs4)C(=O)N23)cc1 (centres undefined),4%
COc1ccc(Cl)cc1NC(=O)c1sc2nc3n(c(=O)c2c1C)CCC3,-8%
COc1ccc(Cn2ccc3nc(C)c(C(=O)N4CCN(c5ccccc5OC)CC4)cc3c2=O)cc1,0%
Cn1c(=O)c2c(-c3ccc(Cl)cc3)ccnc2n(C)c1=O,4%
CCN(CC)C(=O)C1=C(C)Nc2nc3ccccc3n2C1c1ccc(Br)cc1 (centres undefined),-1%
COc1ccc(OC)c(NC(=O)CSC2=Nc3ccccc3C3=NC(CCC(=O)NCc4ccccc4)C(=O)N23)c1 (centres undefined),-7%
Cc1oc2ncn(CC(C)C)c(=O)c2c1C(=O)N(Cc1ccccc1)C(C)C,-7%
Cn1ncc2c(N3CCN(c4ccccc4Cl)CC3)ncnc21,-9%
CCOc1ccc(CCNC(=O)c2cc3sc(CC)cc3n2C)cc1OCC,-7%
COc1ccccc1CNC(=O)C(NS(=O)(=O)c1cccs1)C(C)C (centres undefined),0%
CC1CCCN(Cc2nc3c(c(=O)n(C)c(=O)n3C)n2Cc2ccc(Cl)cc2Cl)C1 (centres undefined),0%
Cc1ccc2c(c1)c1c(c(=O)n(-c3ccccc3C)c(=O)n1Cc1ccccc1F)n2C,-1%
COc1ccc(C2C=C(c3ccccc3)Nc3nc(NC(=O)/C=C/c4ccc(F)cc4)nn32)cc1 (centres undefined),-3%
COc1cc(NC(=O)CN(C)S(=O)(=O)c2ccc3[nH]c4c(c3c2)CCCC4)cc(OC)c1OC,-12%
CCOCCCN1C(=O)c2ccccc2CC1(C)C(=O)NC1CCCCC1 (centres undefined),3%
Cc1ccc(-n2ncc3c(NC(C)c4ccccc4)ncnc32)cc1 (centres undefined),6µM*
CCc1nn(CC(=O)N2CCN(c3cccc(C)c3)C(C)C2)c(=O)c2cc3sccc3n12 (centres undefined),-20%
O=C(CSc1nc2c(oc3ccccc32)c(=O)n1-c1ccccc1F)Nc1ccccc1,4%
CCCCc1nn2c(=O)cc(COC(=O)c3ccccc3NC(=O)C3CCCCC3)nc2s1,-6%
# The list goes on.
SMILES,FLuc counter
CCOC(=O)COc1ccc([N+](=O)[O-])cc1-c1ccnc2cc(-c3ccc(C)cc3)nn12,0%
CCN(CC)CCn1c(-c2ccccc2)csc1=Nc1ccccc1,-2%
CCC(=O)Nc1cc(-c2cn3cccnc3n2)ccc1OC,3%
COc1ccccc1C1=NS(=O)(=O)N(C)C(C(=O)Nc2cc(OC)c(OC)c(OC)c2)=C1,-11%
CN(C)CCn1c2c(c(SCC(=O)Nc3ccc(F)cc3F)nc1=O)CCC2,-1%
CCCCC(=O)Nc1ccc(OCc2cc(=O)n3ccc(C)cc3n2)cc1,4%
Cc1ccc(C)c(NC(=O)C(NS(=O)(=O)c2ccc3c(c2)CCC(=O)N3)c2ccccc2)c1 (centres undefined),6%
COc1ccc(C(=O)/C=C/c2cn(CC(O)CN3CCCCCC3)c3ccccc23)cc1OC (centres undefined),?
CC(=O)c1ccc(N2CCN(C(=O)Nc3cn(CC(C)C)c(=O)c4ccccc34)CC2)cc1,3%
CC1=C(C(N)=O)C(c2ccc(C(C)C)cc2)n2nc(SCc3ccccc3F)nc2N1 (centres undefined),0%
Cn1cc(S(=O)(=O)c2ccc(Cl)cc2)c(=O)c2cc(F)c(N3CCCC3)cc21,-8%
COc1cccc(C(=O)Nc2cccc(C(=O)OCc3cc(=O)n4nc(C(C)C)sc4n3)c2)c1,-17%
Cc1oc2ncn(CC(C)C)c(=O)c2c1C(=O)NCCCN(C)Cc1ccccc1,0%
Cc1ccc(CNC(=O)C(=O)NCC(c2cccs2)S(=O)(=O)c2cccs2)cc1 (centres undefined),-9%
CCOc1ccccc1NC(=O)C1=C(C)Nc2ncnn2C1c1ccc(NC(C)=O)cc1 (centres undefined),-3%
CCc1ccccc1NC(=O)Nc1cc(C(=O)NCc2ccc(OC)cc2)ccc1N1CCCC1,0%
CCCC(=O)Nc1cc2nn(-c3ccccc3)nc2cc1C,?
COc1ccc(NC(=O)C2=C(C)Nc3nc(SCc4ccccc4)nn3C2c2cc(OC)ccc2OC)cc1 (centres undefined),0%
O=C(Nc1nnc(S(=O)(=O)N2CCCc3ccccc32)s1)c1cccc(Cl)c1,3%
COCCCNC(=O)C1CCN(c2nn3cc(-c4ccc(F)cc4)nc3s2)CC1,-18%
CCOC(=O)c1c(Oc2ccc(C(=O)OC)cc2)nnc(-c2ccccc2)c1-c1ccccc1,2%
COc1cccc(-c2ccc3c(N)c(C(=O)Nc4ccc(Cl)cc4F)sc3n2)c1,-13%
Cc1cnc2c(c1SCC(=O)Nc1ccc(F)cc1F)c(=O)n(C)c(=O)n2C,-3%
CSc1cccc(NC(=O)Cn2ncn3c(cc4ccccc43)c2=O)c1,-14%
COc1ccc(C2=C(C)C(N3CCC(C(=O)NCc4ccco4)CC3)=NS2(=O)=O)cc1,-1%
# Carrying on:
SMILES,FLuc counter
CNC(=O)c1ccc2nc(CCc3ccccc3)oc2c1,?
Cc1ccc(NC(=O)c2nc(S(C)(=O)=O)ncc2N(Cc2ccco2)Cc2ccco2)cc1C,-5%
CCOc1cc(C2C(C(=O)OC)=C(C)NC3=C2C(=O)c2ccccc23)ccc1OC (centres undefined),-2%
Cc1c(Cl)cccc1-n1c(SCC(=O)NCc2ccccc2)nc2n[nH]c(C)c2c1=N,0%
COc1cccc(Nc2sc(C(=O)c3ccc(Cl)cc3)c(N)c2C(=O)NCCc2ccc(OC)c(OC)c2)c1,?
COC(=O)c1ccccc1NC(=O)CN(c1ccc(Cl)cc1)S(=O)(=O)c1ccc(OC)cc1,-8%
O=C(NCC(c1ccc2c(c1)OCO2)N1CCOCC1)c1ccccc1F (centres undefined),-9%
Cc1ccccc1CNC(=O)C1CCN(S(=O)(=O)Cc2ccccc2)CC1,1%
O=C(NCc1cccc(Cl)c1)c1oc(=O)c2ccccc2c1-c1ccccc1,1%
Cc1ccc(N2CCN(C(=O)c3cc4cc5ccc(C)cc5nc4s3)CC2C)cc1 (centres undefined),-1%
CCN1CCN(C(c2ccccc2Cl)c2c(O)cc(C)n(CCOC)c2=O)CC1 (centres undefined),5%
COc1ccc(S(=O)(=O)N(CCc2ccccc2)CC(=O)NCc2ccccc2)cc1,5%
CCc1ccc(-n2c(N3CCN(c4ccc(F)cc4)CC3)nc3ccccc3c2=O)cc1,1%
CCc1ccc(NC(=O)CSc2nc3c(c(=O)[nH]2)CN(Cc2ccc(C)cc2)CC3)cc1,2%
Cc1nn(S(=O)(=O)c2ccc(Br)cc2)c(C)c1S(=O)(=O)N1CCCCCC1,-1%
Cc1ccc(-c2noc(-c3ccccc3NC(=O)C3CC(=O)N(c4ccccc4C)C3)n2)cc1 (centres undefined),-2%
COc1ccccc1CNC(=O)CS(=O)(=O)Cc1nc(-c2ccccc2C)oc1C,?
CCCCNC(=O)CN1C(=O)c2cccnc2Sc2ccccc21,5%
COc1ccc(C2=C(C)C(=NCCCN3CCN(c4cc(Cl)ccc4C)CC3)NS2(=O)=O)cc1,-15%
Cc1cccc(N2CCN(C(=O)c3cc4c(=O)oc5ccccc5c4s3)CC2C)c1 (centres undefined),-1%
COc1cc(OC)c(NC(=O)Cn2c(SCc3ccccc3F)nc3cccnc32)cc1Cl,?
O=C(CN1C(=O)COc2ccc(S(=O)(=O)N3CCOCC3)cc21)N1CCN(c2ccccc2F)CC1,-1%
Cc1ccc(C(=O)CC2(O)C(=O)N(CCc3ccccc3)c3ccc(Cl)cc32)cc1 (centres undefined),-9%
COc1ccc(NC(=O)Cn2cc(S(=O)(=O)c3ccccc3)c(=O)c3cc(C)ccc32)cc1Cl,-6%
COc1cccc(C(=O)COC(=O)c2cc(-c3cccs3)nc3ccccc23)c1,-17%

# Ordered by formula weight (rising): part of the list above.
SMILES,FLuc counter
O=C(NCC(c1ccc2c(c1)OCO2)N1CCOCC1)c1ccccc1F (centres undefined),-9%
O=C(NCc1cccc(Cl)c1)c1oc(=O)c2ccccc2c1-c1ccccc1,1%
COc1cccc(C(=O)COC(=O)c2cc(-c3cccs3)nc3ccccc23)c1,-17%
CCOc1cc(C2C(C(=O)OC)=C(C)NC3=C2C(=O)c2ccccc23)ccc1OC (centres undefined),-2%
Cc1cccc(N2CCN(C(=O)c3cc4c(=O)oc5ccccc5c4s3)CC2C)c1 (centres undefined),-1%
CCN1CCN(C(c2ccccc2Cl)c2c(O)cc(C)n(CCOC)c2=O)CC1 (centres undefined),5%
COc1ccccc1CNC(=O)CS(=O)(=O)Cc1nc(-c2ccccc2C)oc1C,?
COc1ccc(S(=O)(=O)N(CCc2ccccc2)CC(=O)NCc2ccccc2)cc1,5%
CCc1ccc(NC(=O)CSc2nc3c(c(=O)[nH]2)CN(Cc2ccc(C)cc2)CC3)cc1,2%
Cc1c(Cl)cccc1-n1c(SCC(=O)NCc2ccccc2)nc2n[nH]c(C)c2c1=N,0%
Cc1nn(S(=O)(=O)c2ccc(Br)cc2)c(C)c1S(=O)(=O)N1CCCCCC1,-1%
Cc1ccc(NC(=O)c2nc(S(C)(=O)=O)ncc2N(Cc2ccco2)Cc2ccco2)cc1C,-5%
COC(=O)c1ccccc1NC(=O)CN(c1ccc(Cl)cc1)S(=O)(=O)c1ccc(OC)cc1,-8%
COc1ccc(NC(=O)Cn2cc(S(=O)(=O)c3ccccc3)c(=O)c3cc(C)ccc32)cc1Cl,-6%
COc1ccc(C2=C(C)C(=NCCCN3CCN(c4cc(Cl)ccc4C)CC3)NS2(=O)=O)cc1,-15%
O=C(CN1C(=O)COc2ccc(S(=O)(=O)N3CCOCC3)cc21)N1CCN(c2ccccc2F)CC1,-1%
COc1cccc(Nc2sc(C(=O)c3ccc(Cl)cc3)c(N)c2C(=O)NCCc2ccc(OC)c(OC)c2)c1,?

# More results follow:
SMILES,FLuc counter
Cc1ccc(OCc2ccc(-c3nc(C#N)c(N4CCC(C)CC4)o3)o2)cc1,4%
COc1ccc(NC(=O)C2=C(C)Nc3c(C(=O)Nc4ccc(C)cc4)cnn3C2c2cccc(Cl)c2)cc1 (centres undefined),3%
COc1ccccc1Cn1cc(C(=O)c2ccccc2)c(=O)c2cc(OC)c(OC)cc21,0%
COc1ccc(NC(=O)CCN2CCN(c3cccc(Cl)c3)CC2)cc1,-7%
CCSc1nc2n(n1)C(c1ccc(Cl)cc1Cl)C(C(=O)Nc1ccccc1C)=C(C)N2 (centres undefined),-2%
CCOC(=O)N1CCc2c(sc3c2c(=O)n(-c2ccc(CC)cc2)c(=O)n3Cc2cc(C)ccc2C)C1,1%
